D2 PAM: positively modulates the human D2 dopamine receptor allosterically; HEK293 T-REx D2, calcium flux, EC20 dopamine potentiation; P14416; actives 0.34% (n = 340,000); potentiation, % at 10 µM;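 active = potentiation over 3 SD above the plate norm, cut at about 30% in these data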; note: 0% is about no effect
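Calcium flux readout, no-wash dye, 1 read/s. Inducible HEK293 Trex D2 line, overnight 30 C. Compound alone 180 s (agonist flags), then EC20 dopamine, another 180 s to score potentiation.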
D1 antagonist: blocks dopamine activation of the human D1 receptor. HEK293 TREx D1 cells, calcium flux, dopamine EC80; hits give low values. activity change, negative = inhibition, % at 10 µM. actives 3.2% (n = 360,000). AID 504652; in the data active = activity change below about -30%; note: % is set by controls: 0 for no effect and ±100 for the full control effect
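HEK293 T-REx cells expressing inducible, force-coupled D1 receptor; no-wash Ca dye, 30–90 min RT. Cmpd → 180 s read at 1 Hz → EC80 DA → 180 s read.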
D1 ag: human D1 receptor agonism; HEK293 T-REx D1 cells, calcium flux, agonist mode; activation, % at 2 µM; actives 1% (n = 360,000); AID 504660; note: 0% is about no effect
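Inducible HEK293 T-REx D1 cells, force-coupled to calcium signalling, were plated at 4000 cells/well with tetracycline and held overnight at 30 C. After no-wash calcium dye loading, compound-evoked calcium rise over 180 s flagged agonists.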
D2 antagonist: antagonists of human D2 dopamine receptor | HEK293 TREx D2 cells, calcium flux, dopamine EC80 | inhibition, % at 10 µM | actives 2% (n = 340,000); in the data active = inhibition above about 30%; note: 0% is about no effect
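Overnight-induced (tetracycline, 30 C) HEK293 T-REx cells carrying force-coupled D2 receive a no-wash calcium dye, then compound, then EC80 dopamine at 180 s; signals are read kinetically throughout.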
D2 ag: D2 dopamine receptor (human) agonism; HEK293 T-REx D2 cells, calcium flux agonist mode; activation, % at 2 µM; actives 0.53% (n = 340,000); AID 485358;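 active = activation over 3 SD above normal in the single-dose calcium agonist read, cut at about 30% in these data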; note: 0% is about no effect
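Agonism scored from kinetic calcium signal (1 read/sec, 180 s) following compound pin transfer, after a 10 s baseline. Cells: HEK293 Trex line expressing inducible D2 receptor coupled to calcium, dye-loaded after overnight culture at 30 C.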
RXFP1 antagonist: RXFP1 (human) relaxin receptor antagonism | Q9HBX9 | HEK293-RXFP1, relaxin-stimulated cAMP HTRF, 30 min; hits give low values | activity change, negative = inhibition, % at 57.5 µM | actives 0.59% (n = 350,000) | AID 1259400;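 active = activity change of -60% or lower, but not beyond a set lower limit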; note: % is set by controls: 0 for no effect and ±100 for the full control effect
Target sequence (Q9HBX9 whole entry, looked up): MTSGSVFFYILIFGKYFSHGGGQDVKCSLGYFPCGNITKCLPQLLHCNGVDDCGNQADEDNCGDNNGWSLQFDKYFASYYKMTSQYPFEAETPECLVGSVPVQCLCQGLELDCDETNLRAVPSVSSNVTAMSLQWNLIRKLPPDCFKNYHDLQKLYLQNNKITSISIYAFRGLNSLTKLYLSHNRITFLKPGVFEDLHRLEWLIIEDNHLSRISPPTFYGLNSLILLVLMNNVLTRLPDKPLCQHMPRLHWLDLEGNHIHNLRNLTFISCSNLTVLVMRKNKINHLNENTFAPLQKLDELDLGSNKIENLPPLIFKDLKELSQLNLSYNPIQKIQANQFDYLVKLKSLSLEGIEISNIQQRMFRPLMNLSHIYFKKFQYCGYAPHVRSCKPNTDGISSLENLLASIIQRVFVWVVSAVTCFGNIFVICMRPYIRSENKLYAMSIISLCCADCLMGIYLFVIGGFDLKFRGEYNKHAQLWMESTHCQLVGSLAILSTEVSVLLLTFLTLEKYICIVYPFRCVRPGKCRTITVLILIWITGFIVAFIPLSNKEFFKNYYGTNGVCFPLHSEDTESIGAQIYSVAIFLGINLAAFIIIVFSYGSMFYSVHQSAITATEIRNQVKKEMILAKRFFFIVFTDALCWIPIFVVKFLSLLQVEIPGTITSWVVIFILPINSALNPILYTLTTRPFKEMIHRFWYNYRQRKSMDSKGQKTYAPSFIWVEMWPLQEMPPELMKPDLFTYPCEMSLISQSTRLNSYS
D1 potentiator: human D1 dopamine receptor positive modulation; P21728; HEK293 TREx D1 cells, calcium flux, dopamine EC20 potentiation; potentiation, % at 10 µM; actives 0.036% (n = 360,000); AID 504651; in the data active = potentiation above about 30%; note: 0% is about no effect
TRHR agonist: agonists of human TRH receptor; P34981; TRHR cells, calcium flux fluo-8, FDSS agonist mode; activation, % at 2 µM; actives 0.18% (n = 360,000); AID 493084; note: 0% is about no effect
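Read-out: compound-evoked intracellular calcium rise in TRHR cells, fluo-8 dye, kinetic FDSS fluorescence at 1 s/cycle following a 10-cycle baseline. Cells cultured overnight before dye loading (30 min–1.5 h, RT).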
TRHR enhancer: TRH receptor (human) allosteric enhancement. P34981. TRHR cells, fluo-8 calcium fluorescence, EC20 TRH enhancement. enhancement, % at 2 µM. actives 0.66% (n = 360,000). AID 493056; in the data active = enhancement above about 30%; note: 0% is about no effect
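TRHR-expressing cells loaded with fluo-8 calcium dye were read kinetically (ex 480/em 530) during compound addition, then stimulated with an EC20 of TRH (10 nM final). Enhancement of the Gq-mediated intracellular calcium response was scored.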
Numbers without * were called inactive; . = no result given; & = joins results of further samples. Cut-off read from the data, not from the text of the source, unless noted: active = activation above about 30%; inactive = the rest.

SMILES	D2 PAM	D1 antagonist	D1 ag	D2 antagonist	D2 ag	RXFP1 antagonist	D1 potentiator	TRHR agonist	TRHR enhancer
CNc1ccccc(C(=O)/C=C/c2ccccc2OC)c1=O	1	7	3	-13	3.4	-9	-2	0.6	-2
COCCOc1ccc(C(F)(F)F)cc1Nc1nc2ccccc2o1	-3	1	2	-1	1.0	-22	-4	2.2	-1
CCN(Cc1ccccc1)C(=O)c1cccnc1	.	0	3	.	.	-1	-3	0.9	18
Cc1ccc(NC(=S)N(CCN(C)C)C(C)c2cccnc2)cc1 (configuration not stated)	2	0	2	-1	0.6	16	-2	-0.2	5
CCN1CCN(C(=O)c2ccccc2N(Cc2ccccc2)S(=O)(=O)c2ccc(OC)cc2)CC1	-12	6	1	-9	-0.4	-4	-7	0.5	5
COC(=O)c1cc2occc2n1Cc1nc(-c2cccc(Cl)c2)oc1C	4&1	0&5	4&0	-19	-0.2&0.4	-3	2&3	0.2&-0.3	2&1
Cc1ccc(N2CC(NC(=O)c3ccccc3C(F)(F)F)CC2=O)cc1C (configuration not stated)	2	.	0	.	0.4	-5	5	0.4	5
CC(C)[C@H](NC(=O)c1cccc(S(=O)(=O)N2CCOCC2)c1)C(=O)Nc1nc2ccccc2s1	-6	-11	5	19	-0.3	.	-4	0.6	-1
Cc1cc(C)c2nc(C(F)(F)F)nc(N3CCN(C(=O)c4ccco4)CC3)c2c1	8	7	2	-3	-0.2	-18	0	-0.4	6
O=C(NCc1ccccc1CN1CCCC1)c1cccc(S(=O)(=O)N2CCOCC2)c1	-14	5	0	49*	0.3	12	0	0.0	-3
COc1cc(CCC(=O)OCn2nnc3ccccc3c2=O)cc(OC)c1OC	1	-7	7	-8	0.1	-6	-2	-0.3	-9
CCOC(=O)C1CCCN(C(=O)c2cc(CN3C(=O)c4ccccc4C3=O)ccc2OC)C1 (configuration not stated)	-38	1	0	4	1.2	-8	6	-1.1	-8
Cc1cn2c(=O)c(S(=O)(=O)Nc3ccc(OC(F)(F)F)cc3)c(C)nc2s1	5	0	3	.	.	-33	-6	-1.7	1
CCOCc1cnc(C)nc1NCC(=O)c1c(C)[nH]c2ccc(OC)cc12	-1	-1	3	19	-0.2	-11	-4	-0.7	-2
COc1ccc(C2CC(c3cccs3)=NN2c2ccccc2)cc1 (configuration not stated)	11	-6	2	-15	-1.7	11	-9	0.6	0
COc1ccccc1C(=O)NNC(=O)c1cccc([N+](=O)[O-])c1	5	12	0	-1	-0.9	1	-1	-0.5	7
COc1cccc(NC(=O)NNC(=O)COc2ccc3ccccc3c2)c1	7	-7	1	2	-0.7	-4	-7	-0.4	-4
COc1ccc(CN(C(=O)c2ccco2)c2ccc(Br)cc2)cc1OC	8	-10	1	-14	-0.8	-1	-6	-2.5	2
O=C(COc1cccc(C(F)(F)F)c1)NNC(=O)Cc1ccc(S(=O)(=O)N2CCOCC2)s1	-5	-14	11	28	0.3	1	.	5.4	0
Cc1cccn2c(=O)c3cc(C(=O)NCc4cccnc4)c(=N)n(C(C)C)c3nc12	15	3	2	-2	-0.3	9	0	-0.4	-8
O=C(OCC(=O)N1CCc2ccccc21)c1cccc(S(=O)(=O)N2CCCc3ccccc32)c1	1	6	8	-10	0.5	2	-5	0.3	15
O=S(=O)(Nc1cccc(-n2cnnn2)c1)c1cccc(Cl)c1	-1	-12	2	-30	-0.1	18	0	-0.5	-6
CSc1ccccc1NC(=O)CSc1nnc(Cc2ccccc2)o1	-15	9	1	7	-0.2	-1	1	-0.9	1
Cc1cccc(NC(=O)/C(C#N)=C\c2cccnc2)c1	6	-1	5	-5	-2.8	2	-1	-0.4	7
CCOC(=O)c1c(CCl)nc2ccccc2c1C	2	16	2	-2	0.2	3	3	-0.1	0

Sorted by molecular weight (falling): 5 of the compounds above.
SMILES	D2 PAM	D1 antagonist	D1 ag	D2 antagonist	D2 ag	RXFP1 antagonist	D1 potentiator	TRHR agonist	TRHR enhancer
O=C(OCC(=O)N1CCc2ccccc21)c1cccc(S(=O)(=O)N2CCCc3ccccc32)c1	1	6	8	-10	0.5	2	-5	0.3	15
Cc1cccn2c(=O)c3cc(C(=O)NCc4cccnc4)c(=N)n(C(C)C)c3nc12	15	3	2	-2	-0.3	9	0	-0.4	-8
Cc1ccc(NC(=S)N(CCN(C)C)C(C)c2cccnc2)cc1 (configuration not stated)	2	0	2	-1	0.6	16	-2	-0.2	5
O=S(=O)(Nc1cccc(-n2cnnn2)c1)c1cccc(Cl)c1	-1	-12	2	-30	-0.1	18	0	-0.5	-6
COc1ccccc1C(=O)NNC(=O)c1cccc([N+](=O)[O-])c1	5	12	0	-1	-0.9	1	-1	-0.5	7

The listing picks up, repeating the two entries before the break.
SMILES	D2 PAM	D1 antagonist	D1 ag	D2 antagonist	D2 ag	RXFP1 antagonist	D1 potentiator	TRHR agonist	TRHR enhancer
Cc1cccc(NC(=O)/C(C#N)=C\c2cccnc2)c1	6	-1	5	-5	-2.8	2	-1	-0.4	7
CCOC(=O)c1c(CCl)nc2ccccc2c1C	2	16	2	-2	0.2	3	3	-0.1	0
O=C1C2C3C=CC(C3)C2C(=O)N1c1ccc2ccccc2c1 (configuration not stated)	-4	10	6	1	-0.5	0	0	-0.5	4
Fc1ccccc1Cc1noc(CN2CCC(OCc3cccnc3)CC2)n1	9	6	1	-5	0.5	13	-2	-0.3	-6
Cc1cc(C)cc(C(=O)N2CCN(Cc3ccc4c(c3)OCO4)CC2)c1	-2	-5	2	5	0.5	8	-3	-1.9	-7
COc1ccc(C(=O)Oc2cc(/C=N/NS(=O)(=O)c3ccccc3)ccc2OC)cc1	-13	-23	0	0	-0.9	-6	-1	-0.3	-6
CCC(=O)Oc1ccc(/C(CC)=C(\CC)c2ccc(OC(=O)CC)cc2)cc1	10	-9	2	-16	2.7	.	-3	0.7	19
O=C(NCc1ccncc1)c1cccc(NS(=O)(=O)c2ccc(F)c(F)c2)c1	2	-6	5	26	0.8	-17	.	-0.3	4
COCCN(C(=O)CCc1ccc(OC)cc1)c1nnc(-c2ccncc2)s1	11	-18	4	3	-0.2	-5	-4	-0.2	-3
CCCOc1ccc(C2/C(=C(/O)c3ccc(F)cc3)C(=O)C(=O)N2CCCN(C)C)cc1 (configuration not stated)	-5	-3	2	6	0.8	2	3	0.5	-2
Nc1ccc(Oc2ccc3nc(-c4ccccc4)c(-c4ccccc4)nc3c2)cc1	-6	2	1	-30	-1.0	-4	3	0.0	15
Cc1ccc(Cl)cc1-n1ncc2c(NCCCc3ccccc3)ncnc21	9	-36*	8	.	-0.1	-27	-3	1.0	-5
COc1cc(Cl)cc2c1Sc1ccccc1/C2=C/CCN(C)C	-23	-62*	18	63*	-2.4	-2	-9	0.7	4
CCOC(=O)C1=C(Nc2ccc(OC)cc2)OCC1=O	1	0	2	17	-1.1	2	-2	-1.1	3
COc1ccc(C2NC(=O)NC(O)(C(F)(F)F)C2C(=O)c2ccc(F)cc2)cc1 (configuration not stated)	9	6	1	7	1.3	-3	8	0.2	10
COc1ccc(C2CC2C(=O)c2ccccn2)cc1 (configuration not stated)	-5	1	1	9	0.2	-2	-2	-0.9	8
COc1ccccc1CC(=O)NN1C(=O)NC2(CCC(C)CC2)C1=O (configuration not stated)	12	2	0	-5	0.2	2	-3	0.1	-5
O=C(c1ccco1)N1CCN(C(c2cccs2)c2nnnn2C2CCCCC2)CC1 (configuration not stated)	-2	25	1	-3	-0.7	7	-2	-0.5	-1
Cc1ccc(S(=O)(=O)C2(S(=O)(=O)c3ccc(C)cc3)CC2)cc1	-3	-8	3	4	0.0	1	-1	-0.7	0
CCCCCN(C(=O)CCC(=O)OCC(=O)NC1CCC(C)CC1)c1c(N)n(CCCC)c(=O)[nH]c1=O (configuration not stated)	-14	-1	0	19	0.3	2	-7	0.1	-4
CC(=O)c1cccc(NC(=O)c2cc(-n3cnnc3)ccc2Cl)c1	-6	-3	1	-1	0.5	-4	-3	0.7	1
CCN(CC)S(=O)(=O)c1nnc(NC(=O)c2ccccc2Cl)s1	1	-6	1	.	-1.0	-19	-1	0.4	-1
Cc1cc(NC(=O)c2ccccc2Cl)ccc1NC(=O)c1ccccc1Cl	-3	10	0	2	-0.2	-3	0	-0.4	-10
CCC(C)(C)n1nnnc1C(c1ccc(C)cc1)N1CCN(Cc2cccnc2)CC1 (configuration not stated)	5	20	0	-19	2.8	-5	-2	-0.8	9
CCCCCCOc1ccc(OC(=O)c2cccnc2)cc1	17	-21	2	3	0.0	4	1	0.1	10
COc1ccc2c(CC(=O)OCC(=O)N3CCc4ccccc43)coc2c1	-1	-8	3	10	0.8	3	1	0.0	4
COc1ccc(/C=N/NC(=O)c2ccc3nc[nH]c3c2)cc1OC	-3	34	6	.	.	-3	1	1.3	4
Next section.
SMILES	D2 PAM	D1 antagonist	D1 ag	D2 antagonist	D2 ag	RXFP1 antagonist	D1 potentiator	TRHR agonist	TRHR enhancer
O=C(CCC1CCN(C(=O)c2ccco2)CC1)NCc1ccc(F)cc1	0	-50*	0	3	-0.2	-10	-15	-0.3	-6
O=C(COc1cc2oc(=O)c3c(c2cc1Cl)CCCC3)N1C[C@H]2C[C@@H](C1)c1cccc(=O)n1C2	.	0	4	.	.	.	-4	-0.2	17
CN1c2ccccc2N(C)C1c1c(O)ccc2ccccc12	-24	10	0	-14	0.4	-12	-2	0.8	8
Cc1ccc(C(=O)N2CCc3cc(CNC(=O)CSc4ccccc4)ccc32)cc1	9	0	2	.	-0.1	1	0	-0.4	-3
CC(=O)Nc1ccc(C(=O)Nc2ccc3c(c2)OCO3)cc1	.	-31*	3	.	.	-16	-1	0.2	-6
COc1ccc(C2CC(c3ccc(Cl)cc3)=NN2C(=O)c2cccc([N+](=O)[O-])c2)cc1 (configuration not stated)	-2	0	5	-6	0.1	-6	16	0.5	7
N=c1n(CC(=O)c2ccc([N+](=O)[O-])cc2)c2ccccc2n1Cc1ccccc1Cl	8	-4	1	-27	1.8	13	8	1.5	6
Cc1ccc(CNC(=O)CCN2C(=O)[C@@H]3Cc4ccccc4CN3C2=O)cc1	3	-2	2	18	0.6	3	4	-0.1	-7
CCOC(=O)c1oc2cc(O)ccc2c(=O)c1-c1ccccc1OC	20	5	3	12	1.1	5	-8	0.3	-15
CN(CC(=O)Nc1ccc(Cl)c(C(F)(F)F)c1)C(=O)c1cc(=O)[nH]c2ccccc12	-19	2	3	-34	0.3	-19	-5	0.5	5
CC(C)(C)c1ccc(OCC(=O)Nc2ccncc2)cc1	.	-26	20	.	.	-10	0	-0.1	-2
O=C(c1ccc(CS(=O)c2ccccc2Cl)o1)N1CCOCC1 (configuration not stated)	4	2	4	17	-0.1	-2	-2	0.3	-2
CCOC(=O)c1ccc(S(=O)(=O)Nc2nc3cc(S(=O)(=O)NC4=NCCCCC4)ccc3s2)cc1	2	3	2	-4	10	-8	1	1.9	-1
COCC(=O)N1CCC(Oc2ccc(C(=O)N3CCCCC3COC)cc2)CC1 (configuration not stated)	.	2	5	.	.	11	-6	0.9	5
CCOc1ccc(NC(=O)C2CCCN(S(=O)(=O)c3cccc4nonc34)C2)cc1 (configuration not stated)	-2	23	3	.	.	.	-2	0.4	-2

High-throughput results deposited in PubChem BioAssay by National Center for Advancing Translational Sciences (NCATS).
